# Assay outcomes as filed in PubChem BioAssay.
# HCT116 bCat-KO: primary screen for growth suppressors in beta-catenin knockout HCT116 cells (colon tumor, human) | HCT116 beta-catenin knockout viability, CellTiter-Glo, 60 h; hits give low values | viability, % at 10 µM | hit rate 1.5% among 140,000;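 active means viability at or under a set limit, the compound median less 4 SD, cut at about 6% in these data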;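 further: 0% = Hyamine 1622 control at 20 µM and 100% = untreated cell control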
# MRP-1 activ: H69AR viability gain despite doxorubicin, primary screen, MRP-1 activator project, H69AR cells, CellTiter-Glo | hit rate 0.61% among 140,000 | viability increase, % at 10 µM | viability rescue;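 active means viability gain under doxorubicin at or above a set limit, the compound median plus 3 SD, cut at about 4.7% in these data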;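 further: MRP-1 overexpressing cells given doxorubicin 25 µM after compound pretreatment; 18-22 h compound pretreatment then 72 h with doxorubicin before readout; 0% = doxorubicin-only wells and 100% = vehicle-treated cells without doxorubicin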
# GALR2 antag: GALR2 antagonists in receptor-expressing cells, primary screen. antagonist mode. inhibition, % at 4 µM. hit rate 0.39% among 140,000. AID 828, 2007; in the data active means inhibition above about 27%;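 further: cells stimulated with galanin 1-16 at roughly its EC80; 0% = agonist challenge control and 100% = basal control without agonist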
# Target sequence (O43603 whole entry, looked up): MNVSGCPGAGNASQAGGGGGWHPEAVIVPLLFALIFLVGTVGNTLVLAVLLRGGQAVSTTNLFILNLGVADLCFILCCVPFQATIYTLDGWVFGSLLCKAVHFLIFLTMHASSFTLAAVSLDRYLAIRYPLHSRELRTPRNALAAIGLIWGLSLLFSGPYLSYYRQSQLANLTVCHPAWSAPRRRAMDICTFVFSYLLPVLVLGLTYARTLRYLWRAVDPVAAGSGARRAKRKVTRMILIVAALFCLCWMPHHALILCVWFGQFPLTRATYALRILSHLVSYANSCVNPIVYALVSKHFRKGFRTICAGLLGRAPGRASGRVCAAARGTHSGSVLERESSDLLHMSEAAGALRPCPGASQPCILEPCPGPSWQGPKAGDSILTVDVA
# Phagocytosis inh: inhibitors of macrophage phagocytosis, primary screen, imaging, J774A.1 cells, IgG beads. J774A.1 macrophage IgG-bead phagocytosis. inhibition, % at 5 µM. hit rate 0.07% among 110,000. AID 1029, 2008;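 active means inhibition above the mean of the plate negative controls plus 5 SD, cut at about 13% in these data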;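 further: phagocytic index as fraction of beads internalized from green versus red external bead signal; plate controls were DMSO negative control for no effect and cytochalasin-D positive control for full effect; some results beyond the cut were filed as inactive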
# Measles CPE: compounds protecting cells from measles virus cytopathic effect, primary screen, measles RdRp inhibitor project, single point, MLSMR library, absorbance | protection (pct of control), % at 4 µM | Measles virus-infected cells, CPE protection | hit rate 1.5% among 140,000; in the data active means protection mostly above about 24%, no sharp cut-off; inactive means mostly below about 26%; further: some compounds called inactive have numbers as strong as hits
# Yeast lifespan up: compounds extending yeast replicative lifespan, primary screen, S. cerevisiae, OD615; S. cerevisiae growth with nicotinamide; deaD strain in restrictive glucose medium; inhibition of the nicotinamide effect, % at 10 µM; hit rate 0.68% among 130,000; AID 775, 2007;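 active means inhibition above a set limit, placed 3 SD over the median of all compounds, cut at about 26% in these data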;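 further: 0% = nicotinamide-treated wells and 100% = cells grown without nicotinamide; some compounds called inactive have numbers as strong as hits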
#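 Measured by: optical density (absorbance) at 615 nm; System: modified budding yeast, DeaD strain; Medium: restrictive CSMM-D dextrose medium; Timing: 4 h preincubation then 48 h treatment at 30 °C.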
# PTEN del growth: growth suppression of PTEN-null HCT116, primary screen, cell-based, CellTiter-Glo | hit rate 1.2% among 140,000 | HCT116 PTEN-null viability, 60 h; hits give low values | viability, % at 10 µM;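 active means viability at or below a set limit, 4 SD under the median of all tested compounds, cut at about 3.7% in these data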;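 further: PTEN knockout HCT116 line with beta catenin targeted HCT116 as companion control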
# E-sel TNF inh: E-selectin induction blockers in HUVEC – imaging, immunofluorescence, high content, primary screen | HUVEC TNFa-induced E-selectin immunofluorescence | inhibition, % at 2 µM | hit rate 0.71% among 120,000 | AID 1246, 2008;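 active means inhibition above the batch mean plus 3 SD, and confirmed as a hit on visual image review, cut at about 43% in these data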;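 further: 0% = TNF-stimulated DMSO wells and 100% = unstimulated control wells; not every result past the cut was called active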
# NPY Y2 blocker: NPY-Y2 receptor antagonists, primary screen, cell-based. inhibition, % at 2.7 µM. hit rate 0.99% among 140,000. NPY-Y2 expressing cells, antagonist mode; in the data active means inhibition above about 17%;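 further: 0% = vehicle with agonist challenge and 100% = reference antagonist with challenge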
# Target sequence (P49146 whole entry, looked up): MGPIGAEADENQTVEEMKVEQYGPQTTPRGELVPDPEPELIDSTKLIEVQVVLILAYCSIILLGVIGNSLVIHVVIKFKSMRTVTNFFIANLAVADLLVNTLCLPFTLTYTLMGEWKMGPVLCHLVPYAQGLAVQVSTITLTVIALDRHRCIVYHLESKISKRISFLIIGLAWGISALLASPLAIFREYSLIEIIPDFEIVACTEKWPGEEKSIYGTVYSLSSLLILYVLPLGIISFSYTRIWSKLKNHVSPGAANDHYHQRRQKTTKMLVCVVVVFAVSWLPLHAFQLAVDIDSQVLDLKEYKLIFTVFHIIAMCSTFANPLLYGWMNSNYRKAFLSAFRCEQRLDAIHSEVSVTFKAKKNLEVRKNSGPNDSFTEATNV
# Yeast growth inh: growth inhibitors of yeast BB579 in restrictive medium, primary screen, yeast lifespan-shortening project, S. cerevisiae | OD615, 48 h | inhibition, % at 10 µM | hit rate 0.51% among 140,000;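 active means inhibition above a set limit, 3 SD over the mean compound inhibition, cut at about 44% in these data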; further: inactives centre near -24
#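 test system = yeast BB579 (DeaD) | buffer or medium = restrictive CSMM-D medium | doses = single compound dose of 10 µM, 0.25% DMSO final | times = 4 h preincubation and 48 h exposure at 30 °C | technique = culture absorbance at 615 nm | benchmarks = amphotericin B 10 µg/mL, positive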
# * = called active by the depositor; / = not tested or not shown.
SMILES,HCT116 bCat-KO,MRP-1 activ,GALR2 antag,Phagocytosis inh,Measles CPE,Yeast lifespan up,PTEN del growth,E-sel TNF inh,NPY Y2 blocker,Yeast growth inh
O=C(NCC1CCCO1)c1cc(-c2ccncc2)nc2ccc(S(=O)(=O)N3CCOCC3)cc12 (stereo unspecified),91,-0.7,8,-1,4,-4,102,-18,2,-30
CCCCC(CCC(=O)O)(C(=O)OCC)c1csc(N)n1 (stereo unspecified),104,-0.8,5,-1,5,-24,105,10,3,-7
CCOC(=O)CN(C(=O)Cn1nnc(-c2ccc(C)cc2)n1)C(CC)C(=O)NC1CCCC1 (stereo unspecified),96,4.0,0,-1,22,-6,94,/,2,-9
Cn1c(NCCCN2CCOCC2)nc2c1c(=O)n(Cc1ccc(Cl)c(Cl)c1)c(=O)n2C,30,-2.8,-4,0,6,-6,41,8,0,-34
Cc1[nH]c2ccc(-c3nnc(SCC(=O)NCc4ccco4)n3Cc3ccccc3)cc2c1C,86,-4.0,-8,-3,8,-14,65,19,2,12
CCc1ccc(N(CC(=O)Nc2ccc(NC(C)=O)cc2)S(=O)(=O)c2ccccc2)cc1,90,-0.9,-4,-6,6,1,91,3,-3,-42
CN(C)c1nc(NCc2ccccc2)nc(Oc2ccc(=O)[nH]n2)n1,97,1.2,3,-1,4,-13,100,-5,4,15
O=S(=O)(c1ccc(N2CCN(CCO)CC2)nc1)N1CCCCC1,89,-0.1,-19,/,6,/,102,-3,2,-16
COc1ccc(NC(=O)COC(=O)CNS(=O)(=O)c2ccc(F)c(F)c2F)cc1OC,89,-1.0,-6,-7,12,-1,94,/,-1,-28
O=C(CSc1nnc(CNc2cccc(C(F)(F)F)c2)n1Cc1ccco1)NCc1ccco1,90,0.3,-5,/,17,/,101,-2,6,-50
CCOc1c(Cl)cc(C(=O)Nc2ccccc2C(=O)O)cc1Cl,90,-1.5,-4,1,1,-1,76,-21,-2,-8
Cc1noc(C)c1COc1ccc(C(=O)OCC(=O)N2CC3(C)CC2CC(C)(C)C3)cc1 (stereo unspecified),56,-1.4,-14,0,51*,-6,59,/,3,-28
O=C(O)C1CC=CCC1C(=O)Nc1ccccc1C(=O)N1CCN(c2ccccc2)CC1 (stereo unspecified),103,-0.3,-1,-1,0,-12,88,-8,1,-18
O=C(Cn1c(=O)oc2cc(S(=O)(=O)N3CCCC3)ccc21)N1CCN(c2ccccc2)CC1,84,-2.2,2,0,26,-10,77,6,4,-32
O=C(COc1ccccc1)Nc1nccs1,84,1.6,-2,/,2,/,88,7,0,-23
Cc1ccc(/C=N/NC(=O)C2(O)c3ccccc3-c3ccccc32)o1,83,1.0,-8,-3,6,7,98,/,0,-5
Cc1ccc(C)c2[nH]c(=O)c(CN(Cc3cccs3)C(=S)NCc3ccco3)cc12,67,-1.4,10,-6,33,-1,64,/,4,-23
Cc1ccc(CN2CCN(/N=C/c3cccnc3)CC2)cc1,91,-0.6,-3,-6,8,-3,92,-17,4,-6
O=C(CNC(=O)c1cccc(F)c1)OCC(=O)N1CCCc2ccccc21,92,1.4,10,-2,8,21,94,1,1,-55
CC(=O)CC(=O)NC(=NC1CCCCC1)Nc1nc(C)cc(C)n1,70,-2.0,-2,0,4,-7,70,-23,11,-38
CCOC(=O)Cc1nnc(NC(=O)CSc2nnc3c4ccccc4n(C)c3n2)s1,96,-1.4,1,-1,/,-8,98,3,2,-13
CN1CCN(C(=O)CCc2nc3ccccc3n2-c2ccccc2)CC1,95,-3.2,-4,0,5,4,96,4,1,-26
COc1ccc(OC)c(C2C3CN(C(C)C)CC=C3C(C#N)=C(N)C2(C#N)C#N)c1 (stereo unspecified),71,-4.4,8,-2,9,-22,69,-19,4,-1
Cn1cc([N+](=O)[O-])c(C(=O)Nc2ccn(Cc3c(F)c(F)cc(F)c3F)n2)n1,3.0*,-0.6,-12,2,15,9,3.1*,-1,1,-50
Cc1ccc(C(=O)NC2CCS(=O)(=O)C2)cc1S(=O)(=O)N1CCOCC1 (stereo unspecified),94,-1.6,10,0,5,-10,99,-35,-2,-13
# Carrying on:
SMILES,HCT116 bCat-KO,MRP-1 activ,GALR2 antag,Phagocytosis inh,Measles CPE,Yeast lifespan up,PTEN del growth,E-sel TNF inh,NPY Y2 blocker,Yeast growth inh
Cc1cccn2c(=O)c3cc(C(=O)NCCCN4CCCC4=O)n(C)c3nc12,85,-0.8,-9,/,12,-32,83,4,3,-16
O=C(Cc1ccccc1)NC(Nc1cccc2ccccc12)C(Cl)(Cl)Cl (stereo unspecified),83,-2.0,9,0,5,-4,89,-12,-1,-35
Oc1ccc(N2CCN(C(c3ccccn3)c3nnnn3C3CCCC3)CC2)cc1 (stereo unspecified),71,-3.3,12,/,17,/,79,-6,0,-44
O=C1NN(c2ccccc2)C(=O)/C1=C\c1ccccc1OCC(=O)N1CCOCC1,97,-2.1,-11,-2,2,21,102,6,7,-46
O=C(NC1CCCCC1)NC1(C(=O)N2CCN3CCCC3C2)CCCCC1 (stereo unspecified),94,-2.2,-9,/,18,-7,95,-12,2,-10
CCCOC(=O)c1ccc(Oc2c(-c3ccc(O)cc3O)n[nH]c2C)cc1,95,-3.7,-11,-3,21,-7,90,/,3,-26
CC(=O)C(C(C)=O)c1c(Cl)c(O)c(O)c2c(C(=O)c3ccccc3)coc12,62,-4.6,7,0,0,37*,66,-3,-3,-32
O=[N+]([O-])c1ccc(CN2CCOCCOCCOCC2)cc1,79,-0.6,-20,-6,5,-4,86,/,2,-22
Cc1ccc2nc(NC(=O)CSCc3ccccc3)sc2c1,94,-0.7,-3,0,5,-1,96,8,16,-11
CC12C(=O)N(Cc3ccco3)C(=O)C1C1c3ccccc3C2c2ccccc21 (stereo unspecified),96,0.3,-5,1,13,-10,93,/,6,0
CC(C)(C)C(=O)NC(NC(=O)C(C)(C)C)c1ccc([N+](=O)[O-])cc1,95,-2.5,-4,-4,7,10,98,/,1,-28
O=C(COC(=O)c1ccc(Br)o1)NCC1CCCO1 (stereo unspecified),96,0.3,-13,-1,23,9,109,-8,0,-71
O=C(CSc1nc2[nH]ncc2c(=O)n1-c1ccccc1)c1ccc2c(c1)OCCO2,72,-0.7,-4,2,9,-18,71,4,4,-18
Cc1cccc(OCc2nnc(SCC(=O)OC3CCCCC3)o2)c1,94,-2.9,10,0,25,-11,105,-45,-1,-13
O=C(NC1CC1)c1ccc(S(=O)(=O)NC2CCCCCC2)cc1,93,1.4,6,0,1,-17,92,-14,-1,-33
Cc1nc(N2CCC(C(N)=O)CC2)c2nnn(Cc3ccccc3)c2n1,87,0.5,2,-1,4,0,95,-20,-1,-16
O=C(NC(Cc1ccccc1)C(=O)O)c1ccc(S(=O)(=O)N2CCCCC2)cc1 (stereo unspecified),114,0.0,0,0,14,-11,106,-79,2,-5
O=C(Nc1ccc(Oc2ccc(NC(=O)C3CCCO3)cc2)cc1)C1CCCO1 (stereo unspecified),108,-1.3,-1,0,17,-10,100,/,2,-44
Cc1onc(-c2c(Cl)cccc2Cl)c1C(=O)N1C=CC(C(F)(F)F)=NCC1,97,-3.1,6,0,8,-6,92,/,-2,-26
Cc1c(C(=O)O)oc2ccc(S(=O)(=O)N3CC(C)CC(C)C3)cc12 (stereo unspecified),103,-1.8,-4,0,25,-9,97,-54,0,-25
N#Cc1cc2c(=O)n3ccccc3nc2n(Cc2ccco2)c1=NC(=O)c1ccco1,87,-2.1,-11,10,14,7,95,/,1,-50
O=C(Nc1nccs1)C(=O)c1c[nH]c2ccccc12,81,-1.1,20,5,2,-14,85,-7,1,-79
COc1cccc(/C(O)=C2/C(=O)C(=O)N(CCN(C)C)C2c2ccccn2)c1 (stereo unspecified),95,-0.2,3,0,18,-2,111,/,-3,-37
c1cncc(-c2nn[nH]n2)c1,88,-1.2,2,-1,56,64,93,20,1,3
CN1CCN(S(=O)(=O)c2cccc(S(=O)(=O)c3ccc(Cl)cc3)c2)CC1,87,-0.1,12,1,20,48,95,-2,2,1
CC(C)Cc1nc(N2CCN(C(=O)c3ccco3)CC2)c(C#N)c2c1CCC2,73,0.5,-13,3,9,-19,73,15,2,-25
O=C(Cn1c(COc2ccccc2)nc2ccccc21)Nc1cccc(Cl)c1,92,-0.7,20,-12,22,-4,86,20,9,-34
COC(=O)c1cc([N+](=O)[O-])c(-n2ccnc2)c([N+](=O)[O-])c1,99,-0.9,5,/,10,5,99,/,4,-24
CCOC(=O)Cc1csc(NC(=O)CCCCCN2C(=O)c3ccccc3C2=O)n1,91,-0.7,9,/,10,-13,100,4,2,-37

# Among those listed so far, 7 contain an NH in an aromatic ring.
SMILES,HCT116 bCat-KO,MRP-1 activ,GALR2 antag,Phagocytosis inh,Measles CPE,Yeast lifespan up,PTEN del growth,E-sel TNF inh,NPY Y2 blocker,Yeast growth inh
Cc1[nH]c2ccc(-c3nnc(SCC(=O)NCc4ccco4)n3Cc3ccccc3)cc2c1C,86,-4.0,-8,-3,8,-14,65,19,2,12
CN(C)c1nc(NCc2ccccc2)nc(Oc2ccc(=O)[nH]n2)n1,97,1.2,3,-1,4,-13,100,-5,4,15
Cc1ccc(C)c2[nH]c(=O)c(CN(Cc3cccs3)C(=S)NCc3ccco3)cc12,67,-1.4,10,-6,33,-1,64,/,4,-23
CCCOC(=O)c1ccc(Oc2c(-c3ccc(O)cc3O)n[nH]c2C)cc1,95,-3.7,-11,-3,21,-7,90,/,3,-26
O=C(CSc1nc2[nH]ncc2c(=O)n1-c1ccccc1)c1ccc2c(c1)OCCO2,72,-0.7,-4,2,9,-18,71,4,4,-18
O=C(Nc1nccs1)C(=O)c1c[nH]c2ccccc12,81,-1.1,20,5,2,-14,85,-7,1,-79
c1cncc(-c2nn[nH]n2)c1,88,-1.2,2,-1,56,64,93,20,1,3
